# Screening results deposited in PubChem by National Center for Advancing Translational Sciences (NCATS).
# JMJD2E inh: JMJD2E (human) inhibition. JMJD2E catalytic domain, FDH-coupled NADH fluorescence (FDH is formaldehyde dehydrogenase). B2RXH2. actives 1.6% (n = 230,000). Potency, µM (doses to about 57.1 µM), for inactives: at the top dose activity change, negative = inhibition, actives largely listed as inhibitors; active means well fitted inhibition curve with a large enough effect, not every such curve was filed as active; inconclusive means small, poorly fitted or top-dose-only effect, or another doubt; inactive means no such curve, though single readings can be large or run the other way;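 further: 0% = wells with enzyme and -100% = buffer wells without enzyme; nearly all actives have a fitted effect of over 50% in size; many of its hits are not listed in these tables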
# Target sequence (B2RXH2 1-337 limits assumed): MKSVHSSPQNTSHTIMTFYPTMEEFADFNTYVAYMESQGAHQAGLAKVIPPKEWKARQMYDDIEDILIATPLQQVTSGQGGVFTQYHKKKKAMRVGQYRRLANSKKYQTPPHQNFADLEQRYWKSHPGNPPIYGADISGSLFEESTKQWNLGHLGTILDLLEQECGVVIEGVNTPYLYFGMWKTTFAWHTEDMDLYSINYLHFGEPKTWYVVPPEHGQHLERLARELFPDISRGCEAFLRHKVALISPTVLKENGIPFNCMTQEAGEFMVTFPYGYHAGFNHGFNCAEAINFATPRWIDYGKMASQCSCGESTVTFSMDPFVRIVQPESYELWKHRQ
# Tau fluor cs: counter-screen for tau fibril formation inhibitors; actives 0.93% (n = 280,000); tau K18 P301L Alexa594 fluorescence, heparin fibrillization; Potency, µM (titrated, usually from 57.7 µM), inactives show at the top dose activity change, negative = decrease; AID 1463; further: on the % scale 0 is the no-effect control and ±100 the full control effect; nearly all actives have a fitted effect of over 55% in size
#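 Human tau K18 P301L (15 uM unlabeled, 0.24 uM Alexa 594-labeled) in 100 mM sodium acetate pH 7 with 20 uM heparin, 6 hr at 37 C. ThT 30 uM added, 1 hr ambient; Alexa 594 FP and total fluorescence read at 555/632 nm.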
# SMN2 splice enh: enhancers of SMN2 splice variant expression; HEK293 SMN2-luciferase splicing reporter, luminescence, 30-36 h; Potency, µM (doses to about 46.1 µM), for inactives: top-dose activity change, positive = activation, hits mostly activators; actives 2.8% (n = 210,000); further: % of control where 0% means no effect; nearly all actives have a fitted effect of over 55% in size
#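 qHTS luciferase splicing reporter: luminescence rises when SMN2 exon 7 is included in transfected HEK293 cells. Compound exposure lasted 30-36 h at 37C, with 4.5 mM final sodium butyrate as control, followed by a ONE-Glo read.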
# HTT ATP protect: cytoprotection in Huntington HTT-Q103 PC12 cell model | PC12 HTT-Q103 induced, cytoprotection, ATP luminescence, 40 h | Potency, µM (top dose mostly 56.4 µM), inactives show cytoprotection (ATP increase), usual class: activators | actives 0.14% (n = 230,000) | AID 1471;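 further: % of control where 0% means no effect; nearly all actives have a fitted effect of over 45% in size; toxic huntingtin expression switched on by the ecdysone agonist tebufenozide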
#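 Quantitative HTS on tebufenozide-induced (100 nM) PC12 cells expressing HTTQ103 exon 1–GFP; compounds tested as a concentration series; survival measured via cellular ATP.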
# ALDH1A1 inh: ALDH1A1 (human) enzyme inhibition | P00352 | Purified ALDH1A1, NADH fluorescence, propionaldehyde substrate | Potency, µM (doses to about 75.3 µM), inactives show at the top dose activity, negative = inhibition, usual class: inhibitors | actives 7.3% (n = 220,000); active means well fitted inhibition curve with a large enough effect, not every such curve was filed as active; inconclusive means small, poorly fitted or top-dose-only effect, or another doubt; inactive means no such curve, though single readings can be large or run the other way;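 further: plate controls were no enzyme wells and a reference inhibitor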
# Target sequence (P00352 whole entry, looked up): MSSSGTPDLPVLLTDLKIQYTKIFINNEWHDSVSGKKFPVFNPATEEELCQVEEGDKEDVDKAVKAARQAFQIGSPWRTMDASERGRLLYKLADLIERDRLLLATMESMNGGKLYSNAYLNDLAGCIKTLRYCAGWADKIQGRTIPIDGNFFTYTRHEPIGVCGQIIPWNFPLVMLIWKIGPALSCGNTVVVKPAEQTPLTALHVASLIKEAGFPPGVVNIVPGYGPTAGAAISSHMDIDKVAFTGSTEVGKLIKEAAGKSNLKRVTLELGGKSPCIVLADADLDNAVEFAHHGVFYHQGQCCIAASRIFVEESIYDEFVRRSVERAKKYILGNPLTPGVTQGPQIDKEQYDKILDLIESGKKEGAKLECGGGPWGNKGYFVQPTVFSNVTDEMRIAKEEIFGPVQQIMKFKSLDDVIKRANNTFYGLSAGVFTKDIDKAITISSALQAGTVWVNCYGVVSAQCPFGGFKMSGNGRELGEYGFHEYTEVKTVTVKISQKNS
# HTT aggregate: inhibitors of mutant huntingtin aggregate formation in PC12 cells. AID 1688. actives 1.1% (n = 220,000). PC12 HttQ103-GFP aggregates, Acumen cytometry, 40 h. Potency, µM (doses to about 46.1 µM), for the others: top-dose activity change, negative = inhibition, actives largely listed as inhibitors; further: on the % scale 0 is the no-effect control and ±100 the full control effect; nearly all actives have a fitted effect of over 60% in size
#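 Compounds (qHTS titration) were added to PC12 cells expressing an ecdysone-driven HTT exon 1 Q103–GFP fusion after induction with 100 nM tebufenozide. Aggregate formation was measured as GFP objects in cell lysates.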
# Tau fibril FP: inhibitors of human tau fibril formation. K18 P301L tau heparin fibrillization, Alexa594 FP, 6 h. actives 0.39% (n = 280,000). Potency, µM (series often up to 57.7 µM), inactives show top-dose activity, negative = inhibition, most hits filed as inhibitors. AID 1468; further: on the % scale 0 is the no-effect control and ±100 the full control effect; nearly all actives have a fitted effect of over 55% in size
# Target sequence (P10636 561-689 P618L limits assumed): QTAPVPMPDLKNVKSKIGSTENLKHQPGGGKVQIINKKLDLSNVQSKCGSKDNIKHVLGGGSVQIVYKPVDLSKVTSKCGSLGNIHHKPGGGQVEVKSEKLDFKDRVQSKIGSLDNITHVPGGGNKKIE
#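 Steps: dispense K18 P301L tau (15 uM plus 0.24 uM Alexa 594 tracer, final) in pH 7 sodium acetate; add compound; add heparin (20 uM final); incubate 6 hr, 37 C; add ThT (30 uM final); after 1 hr ambient, read FP.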
# Tau ThT inhib: inhibitors of human tau fibril formation, thioflavin T binding | Potency, µM (series often up to 57.4 µM), for inactives: at the top dose activity, negative = inhibition, most hits filed as inhibitors | recombinant tau K18 P301L (four-repeat tau fragment), heparin-induced fibrillization, ThT fluorescence | actives 2.1% (n = 270,000); further: on the % scale 0 is the no-effect control and ±100 the full control effect; nearly all actives have a fitted effect of over 55% in size
#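 Heparin-induced (20 uM) aggregation of recombinant human K18 P301L tau, 15 uM unlabeled with 0.24 uM labeled, pH 7 acetate buffer, 6 hr at 37 C with compound. Fibrils quantified by 30 uM ThT fluorescence after 1 hr ambient incubation.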
# An asterisk follows results filed as active; ? = inconclusive; · = not tested or not shown; & = joins results of further samples; [ ] = another dose, or the depositor's remark. Unless noted, the call rests on the fitted dose curve; in most records, active means well fitted curve in the direction sought with a large enough effect; inconclusive means small, poorly fitted or top-dose-only effect, or another doubt; inactive means no such curve, though single readings can be large; an effect the other way counts as inactive or inconclusive. Potency means the concentration at half of the fitted maximal effect.
molecule	HTT aggregate	Tau ThT inhib	JMJD2E inh	HTT ATP protect	ALDH1A1 inh	Tau fluor cs	Tau fibril FP	SMN2 splice enh
COc1ccc(-c2[nH]ncc2CNC(C)CCn2cccn2)c(F)c1 (stereo unspecified)	-2%[9.22 µM]	-10%	6%	-15%[10 µM]	0%	-3%	-5%	·
COc1ccccc1S(=O)(=O)n1cc(Cc2ccccc2)c(N)n1	-1%	-11%	-7%	-8%	-11%	-24%	13%	-19%
O=C1C2C3C=CC(C3)C2C(=O)N1CCCO (stereo unspecified)	·	-4%	0%	·	-2%	-2%	4%	1%
CCOC(=O)C1=C(C)N(c2ccc(OC)cc2)C(=O)/C1=C\c1cccs1	15%	?	4%	·	0%	-16%	?	3%
Cc1ccc(-c2c(C)n([O-])c3c([n+]2=O)CCC3)o1	5%	-4%	0%	-22%[0.074 µM]	-2%	1%	1%	-1%
S=c1[nH]nc(-c2ccc3ncccc3c2)n1-c1ccc2c(c1)OCCO2	9%	-7%	-4%	-49%[inhibitor]	-5%	4%	6%	-6%
c1ccc(Cn2cnc3ccccc32)cc1	-7%	-8%	7%	-6%[10 µM]	2%	-1%	-1%	-25%
OCCCc1n[nH]c(=S)n1-c1ccccc1	6%[9.22 µM]	?	?	6%[10 µM]	?	-7%[2.34 µM]	-6%[2.34 µM]	·
Cc1cccn2c(=O)c3cc(C(=O)NCc4cccnc4)c(=N)n(CCCO)c3nc12	·	-2%	·	·	·	1%	-5%	-11%
CO[C@@H]1COC(=O)[C@H](COCc2ccccc2)NC(=O)C/C=C\[C@@H](C)[C@H](OC)COC(=O)[C@@H](C)NC(=O)C/C=C\[C@H]1C	·	-5%[11.5 µM]	·	0%[10 µM]	3%[13.5 µM]	-7%[11.6 µM]	1%[11.6 µM]	·
COc1cccc(/C=C/c2nc(C#N)c(N3CCCCC3)o2)c1	·	?	·	·	·	?	8%	0%
Cc1ncc(CN2CCN(Cc3ccccc3)C(CCO)C2)s1 (stereo unspecified)	-2%	-10%	2%	-19%	6%	-1%	9%	·
CC1=CC(C)(C)N=C(NC#N)N1	-16%	0%	1%	-15%[0.074 µM]	-2%	-5%	-3%	22%
CN(C(=O)c1ccc(Cl)cc1)C1=CCCCC1CCC#N (stereo unspecified)	5%[9.22 µM]	4%	5%	-12%	-6%	8%	3%	11%
Cc1ccc(C(=O)Nc2ccc(N3CCN(S(C)(=O)=O)CC3)cc2)cc1C	-7%[9.22 µM]	-5%	1%	0%[10 µM]	4%	-12%	-9%	·
O=C(OCc1nnc(-c2ccccc2)o1)C1CCN(S(=O)(=O)c2cccs2)CC1	-1%	?	7%	-1%	-3%	-23%	5%	?
COC(=O)c1ccc(CSc2nnc3c(n2)[nH]c2ccccc23)cc1	-2%[9.22 µM]	-14%	7%	15%[10 µM]	6%	-8%	-6%	·
COc1cccc(Cc2n[nH]c(=S)n2Cc2ccco2)c1	14%[9.22 µM]	3%	0%	-6%[10 µM]	·	5%	2%	·
Cc1cc2oc(=O)cc(-c3ccccc3)c2c(C)c1-c1sccc1C=O	·	?	·	-92%[inhibitor]	?	?	4%[81.3 µM]	·
COc1ccc(C(NC(=O)c2ccco2)c2ccc(OC)c(OC)c2)cc1 (stereo unspecified)	-5%	6%	2%	-3%	?	14%	10%	-1%
COc1cccc(-c2cc(C(=O)Nc3ccc4c(c3)OCCO4)c3ccccc3n2)c1	-5%	2%	-5%	10%[10 µM]	94%[activator]	?	?	-7%
CCCCC1CCC(C(=O)Nc2ccc(S(=O)(=O)Nc3nccs3)cc2)CC1 (stereo unspecified)	-9%	-10%	9%	-24%	-15%	-29%	-1%	-18%
Cc1ccc(S(=O)(=O)N(CC(=O)NC2CCCC2)c2cccc(C)c2)cc1	-11%	-14%	7%	·	?	-14%	2%	-1%
CCC(CC)C(=O)Nc1nnc(SCC(=O)N2CCN(c3ccccc3OC)CC2)s1	-11%	-5%	-5%	26%[10 µM]	13µM*	-7%	5%	-12%
CCOC(=O)c1c[nH]n(-c2ccccc2)c1=O	-1%	?	-10%	-6%	3%	-14%	-3%	·
CCCN(CCC)c1nc(N(CCC)CCC)[nH]c(=O)n1	-4%	-6%	2%	-8%	5%	-14%	?	·
Cc1ccccc1Nc1c(-c2cccnc2)nc2cccc(C)n12	12%	-3%&-3%	?	-25%	?	-13%&-10%	1%&9%	-81%&-51%[inhibitor]
CCCN(Cc1ccccc1)C(=S)Nc1ccc(SC(F)F)cc1	-32%	-15%	-7%	-18%	3%	?	?	-39%[inhibitor]
Cc1ccc(CC(=O)N(Cc2nc(-c3ccc(C)cc3)no2)C(C)C)cc1	·	?	·	·	·	-18%	8%	-29%
Cc1ccc(-n2nc3c(c2NC(=O)/C=C\c2ccc4c(c2)OCO4)CSC3)c(C)c1	8%	-10%	?	·	?	-9%	3%	-4%
COC(=O)c1[nH]c2cc(OC)ccc2c1N	3%	?	?	-16%	?	-21%	-5%	-4%
Cc1cccc2cc(COC(=O)C(C)(C)C)c(=O)[nH]c12	6%	-3%	?	11%[0.074 µM]	?	0%	-3%	0%
O=C(CCC(=O)c1cccs1)OCc1nc2ccccc2s1	1%[9.22 µM]	?	2%	22%[10 µM]	1%	-16%	-7%	6%
CN(C(=O)CSc1nnnn1-c1ccccc1)C1CCS(=O)(=O)C1 (stereo unspecified)	15%	5%	12%	18%[10 µM]	-9%	7%	3%	6%
COc1ccc(CNc2ncnc3cc(OC)c(OC)cc23)cc1OC	0%[9.22 µM]	-3%	0%	6%[10 µM]	-4%	-3%	-7%	·
COc1ccc(NC(=O)CCN2C(=O)C3C4CCC(C4)C3C2=O)cc1 (stereo unspecified)	12%	0%	-6%	13%[0.074 µM]	13µM*	-7%	-5%	-8%
O=Cc1ccccc1OCc1nnsc1Cl	1%	-3%	?	-16%[10 µM]	?	-1%	-5%	-2%
CCOc1ccc(NC(=O)c2cccc3c2C(=O)N(CCOC)C3)cc1	10%	-7%	5%	-21%	3%	-16%	-2%	-8%
O=C(NC1(C(F)(F)F)C(=O)Nc2c1c(=O)[nH]c(=O)n2Cc1ccco1)C1CCCCC1 (stereo unspecified)	-7%	-8%	-5%	3%	4%	-9%	-1%	15%
O=C(c1n[nH]c2ccccc12)N1CCN(S(=O)(=O)c2ccc3ccccc3c2)CC1	?	5%	-26%	-25%	?	?	?	-9%
CNC(=O)COc1ncnc2sccc12	4%	-8%	-2%	-1%	9%	-3%	1%	1%
CCCCCCNc1nc(NCc2ccco2)nc(OCC)n1	10µM*	?	-4%	-59%[inhibitor]	-3%	-15%	-3%	-13%
Cc1ccc(C(C(=O)Nc2ccc3c(c2)OCO3)N(C)C(=O)Cc2c[nH]c3ccccc23)cc1 (stereo unspecified)	31%	-4%	1%	10%[10 µM]	-17%	?	-3%	2%
Cc1ccc(CNC(=O)C2CC3Cn4c(nc5cc(Cl)c(Cl)cc54)C3N2C)o1 (stereo unspecified)	-23%[9.22 µM]	-3%	0%	18%[10 µM]	·	11%	12%	·
CCOC(=O)c1c(C)c(C(=O)N(C)C2CCCCC2)c(C)n1C	-6%	-10%	7%	0%	-10%	0%	0%	-10%
CCOC(=O)C1CCN(C(c2cc(OC)c(OC)c(OC)c2)c2sc3nc(C)nn3c2O)CC1 (stereo unspecified)	3%	-5%	4%	-3%[10 µM]	-1%	-2%	-4%	-1%
Cc1ccc2c(c1)NCC(C(=O)NC1CCCCC1)O2 (stereo unspecified)	2%	-14%	5%	-3%	-8%	-16%	-9%	-13%
O=C(NC1CCCCC1)c1sc(=S)n2c1[nH]c(=O)c1ccccc12	?	14µM*	4%	-73%[inhibitor]	3.2µM*	?	12%	-63%[inhibitor]
O=C(COc1cccc2c1CCN(Cc1ccccc1)C2=O)N1CCCCC1	-12%[9.22 µM]	0%	2%	-20%[10 µM]	-10%	-2%	2%	-35%[inhibitor]
CC1CC(C)CN(c2oc(-c3ccccc3Cl)nc2C#N)C1 (stereo unspecified)	-12%	0%	?	-13%	?	-2%	-10%	-2%
COc1ccc(OCCNC(=O)c2ccccc2OCC(=O)N2CCCCC2)cc1	-5%	-3%	-5%	-4%[10 µM]	3.5µM*	-2%	6%	-25%
CCOC(=O)/C=C/C(=O)OCC(=O)NCc1ccccc1	6%	?	6%	3%[10 µM]	-4%	6%	-12%	8%
Cc1ccc(S(=O)(=O)N(C)CC(=O)NC2CCCC2)cc1	-6%	-4%	1%	-5%[1.9 µM]	-2%	3%	6%	-22%
O=C(Nc1ccc(-c2nc3ccc(NC(=O)c4cccs4)cc3[nH]2)cc1)c1cccs1	25%	0%	?	-46%[inhibitor][10 µM]	?	?	0%	10µM*
COc1ccc(CCN(C)C(=O)CCc2nnc(-c3ccccc3)o2)cc1OC	4%[9.22 µM]	10%	1%	6%[10 µM]	3%	7%	-1%	·
C1CCN(c2c3c(nc4nnnn24)CCCC3)CC1	0%	0%	2%	-10%	-5%	-4%	-3%	9%

# Further entries follow:
molecule	HTT aggregate	Tau ThT inhib	JMJD2E inh	HTT ATP protect	ALDH1A1 inh	Tau fluor cs	Tau fibril FP	SMN2 splice enh
CCCOc1ccc(C(C)=O)cc1CN1CCOCC1	9%	6%	0%	26%[10 µM]	-6%	7%	4%	0%
Cc1nc2cc(-c3ccccc3)ccc2o1	4%	-6%	-1%	-18%	-8%	-3%	2%	-12%
C#CCCCO/N=C1/C[C@@H](O)[C@@H](O)[C@@H]2[C@@H]3C(=O)N(C(C)(C)C)C(=O)[C@H]3CC[C@H]12	·	-2%[11.5 µM]	·	-5%[10 µM]	6%[13.5 µM]	-2%[11.6 µM]	1%[11.6 µM]	·
Cc1ccc(C)c(NC(=S)NNC(=O)c2csc(C)c2C)c1	-2%	-4%	16%	17%[0.074 µM]	-9%	3%	-3%	6%
O=C(Oc1ccc(Cl)c2cccnc12)c1cccc([N+](=O)[O-])c1	-31%	-16%	?	-21%[10 µM]	-2%	-18%	4%	6%
CC(C)Nc1nc(SCC(=O)Nc2ccccc2)nc(N2CCOCC2)n1	-1%	-2%	-2%	-9%[0.074 µM]	1%	-14%	-2%	-12%

# This is a subset; rates above refer to the full screens.
